# Screens deposited in PubChem BioAssay by Southern Research Specialized Biocontainment Screening Center.
# PhoP GFP inhibition: PhoP regulon inhibitors, Salmonella typhi PhoP promoter GFP reporter, confirmatory (AID 1850); actives 0.33% (n = 310,000); Salmonella Typhi PhoP-promoter GFP reporter, fluorescence, 4 h; higher % means a stronger effect; inhibition, % at 50 µM, or IC50 in µM where a hit was titrated; in the data active = a potency from the dose series; inconclusive = inhibition mostly from about 25% at the one dose, without a potency; inactive = the rest, 99 in 100 with inhibition below about 19%;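 note: 0% = induced wells with vehicle and 100% = uninduced wells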
# tuberculosis growth: growth inhibition of non-replicating M. tuberculosis (AID 488890) | Mycobacterium tuberculosis non-replicating, growth inhibition; higher % means a stronger effect | one-dose inhibition, % at 25 µM; IC50 in µM for titrated hits | actives 0.39% (n = 320,000); in the data active = a potency from the dose series; inconclusive = inhibition mostly from about 82% at the one dose, without a potency; inactive = the rest, 99 in 100 with inhibition below about 76%;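 note: plate controls were DMSO cells for no effect and high antibiotic wells for full effect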
# H37Rv inhibition: M. tuberculosis growth inhibition, HTS (AID 449762). M. tuberculosis H37Rv growth inhibition, 7H9 media; higher % means a stronger effect. one-dose inhibition, % at 25 µM; IC50 in µM for titrated hits. actives 0.59% (n = 330,000); in the data active = a potency from the dose series; inconclusive = inhibition above about 70% without an active follow-up result;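 note: bacterial growth assessed after seven days of incubation; strong numbers were not always called active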
# influenza NS1A: H1N1 influenza NS1A inhibitors, functional cell based assay (AID 504329); NS1A functional cell-based assay, percent inhibition; higher % means a stronger effect; one-dose inhibition, % at 12.5 µM; IC50 in µM for titrated hits; actives 0.3% (n = 340,000); in the data active = a potency from the dose series; inconclusive = inhibition above about 27% without an active follow-up result; note: strong numbers were not always called active
# inhibitors of VEEV: inhibitors of VEEV TC-83 cytopathic effect, confirmation, Vero cells (AID 588727); Vero cells, VEEV TC-83 cytopathic effect inhibition; higher % means a stronger effect; actives 0.13% (n = 350,000); inhibition, % at 20 µM; hits with a dose series show IC50 in µM; in the data active = a potency from the dose series; inconclusive = inhibition mostly from about 14% at the one dose, without a potency; inactive = the rest, 99 in 100 with inhibition below about 12%; note: strong numbers were not always called active
# inhibitors of VEEV 10K pilot screen: also measured in inhibitors of VEEV; calls as there; inhibition, %; measured here: 10K pilot screen inhibition
# * marks the source's active call; other numbers are inactive results; i = inactive; ? = inconclusive; · = no result given; & = joins results of further samples.
SMILES,PhoP GFP inhibition,tuberculosis growth,H37Rv inhibition,influenza NS1A,inhibitors of VEEV,others
N#CC1(NC(=O)CSc2nc3ccc([N+](=O)[O-])cc3s2)CCCCC1,0.2%,?,6.1%,4.3%,4.7%,
CC(C)c1onc(C(=O)NCc2ccccc2)c1[N+](=O)[O-],7.7%,·,6.6%,4.3%,0.2%,
COc1ccccc1OCCNC(=O)CNC(=O)c1ccc2c(c1)OCO2,5.8%,8.9%,2.6%,11.6%,2.0%,
Cc1c(C)c2c(C)nn(-c3ccccc3)c2[nH]c1=O,2.6%,-2.6%,-9.6%,-18.6%,1.8%,
COCCNC(=O)CSc1nc2nn(-c3ccccc3)c(=O)c-2c2n1CCCCC2,3.4%,11.6%,-10.4%,-2.5%,1.2%,
Cc1ccc(S(=O)(=O)C2(C(=O)Nc3ccc(F)cc3)CC2)cc1,21.3%,-32.5%,5.6%,-8.2%,0.6%,
COc1ccc(/C=C(\C#N)C(=O)N2COCC2(C)C)cc1,-3.3%,12.3%,-5.9%,1.7%,2.1%,
O=C(c1ccc(-c2ccccc2)cc1)C1CCCN(Cc2ccncc2)C1 (configuration not stated),6.7%,68.8%,?,3.6%,i,
CCOc1ccc(-c2nnn(CC(=O)N3CCCC(C)C3)n2)cc1 (configuration not stated),-4.8%,5.0%,-1.1%,-10.4%,i,
Cc1nc(N2CCc3ccccc3C2)[nH]c(=O)c1Cc1ccccc1,8.2%,-5.9%,20.6%,-4.1%,0.8%,

# Ordered by molar mass (rising): part of the list above
SMILES,PhoP GFP inhibition,tuberculosis growth,H37Rv inhibition,influenza NS1A,inhibitors of VEEV,others
Cc1c(C)c2c(C)nn(-c3ccccc3)c2[nH]c1=O,2.6%,-2.6%,-9.6%,-18.6%,1.8%,
COc1ccc(/C=C(\C#N)C(=O)N2COCC2(C)C)cc1,-3.3%,12.3%,-5.9%,1.7%,2.1%,
CCOc1ccc(-c2nnn(CC(=O)N3CCCC(C)C3)n2)cc1 (configuration not stated),-4.8%,5.0%,-1.1%,-10.4%,i,
Cc1nc(N2CCc3ccccc3C2)[nH]c(=O)c1Cc1ccccc1,8.2%,-5.9%,20.6%,-4.1%,0.8%,
Cc1ccc(S(=O)(=O)C2(C(=O)Nc3ccc(F)cc3)CC2)cc1,21.3%,-32.5%,5.6%,-8.2%,0.6%,
N#CC1(NC(=O)CSc2nc3ccc([N+](=O)[O-])cc3s2)CCCCC1,0.2%,?,6.1%,4.3%,4.7%,

# Following part
SMILES,PhoP GFP inhibition,tuberculosis growth,H37Rv inhibition,influenza NS1A,inhibitors of VEEV,others
COc1ccc2cc(C(=O)N/N=C/c3sc4ccccc4c3O)ccc2c1,-4.1%,?,5.8%,-5.2%,11.2%,
Cc1ccc(NC(=O)C2=C(O)c3sccc3N(C)S2(=O)=O)cc1,-2.2%,18.9%,10.3%,7.5%,2.2%,
COc1ccc2c(C=O)c[nH]c2c1,-0.6%,-8.1%,-0.3%,-6.2%,0.6%,
COc1ccc(/C(C)=N/NC(=O)c2nnn(-c3nonc3N)c2-c2ccccc2)cc1,7.7%,-12.2%,6.9%,-11.5%,4.3%,
O=C(Nc1cccnc1)c1cccc([N+](=O)[O-])c1,-14.8%,-10.8%,1.7%,-23.1%,0.3%,
C=CCn1cnc2c(NCc3ccccc3)ncnc21,5.4%,-2.6%,-3.8%,-3.3%,1.2%,
Cc1ccc(C(=O)N2CCN(c3ncccn3)CC2)o1,3.1%,1.0%,-1.0%,-11.6%,1.6%,
O=C(c1ccc(-c2nc3ccccc3s2)o1)N1CCN(c2ccccc2O)CC1,-6.0%,7.9%,?,0.3%,10.4%,
COc1cccc(-c2nc(-c3cccs3)no2)c1,6.8%,26.1%,12.8%,-10.1%,0.8%,
Cc1ccc(C(=O)NNC(=O)C2CCN(C(=O)OC(C)(C)C)CC2)cc1,12.6%,-3.5%,4.7%,2.5%,0.4%,
Cc1cccc2cc3c(N)c(C(=O)Nc4ccc(N5CCOCC5)cc4)sc3nc12,-22.4%,4.0%,5.2%,7.5%,6.8%,
CCCNC(=O)COC(=O)c1ccccc1OCc1ccc(Cl)cc1,2.4%,11.2%,2.8%,0.1%,1.3%,
Cc1cc(C)c2c(C)c(C(=O)NCc3ccc(S(N)(=O)=O)cc3)oc2c1,4.5%,-6.0%,4.5%,-15.7%,i,
O=C(Cc1ccccc1)NC1c2ccccc2-c2ccccc21,-6.5%,-5.9%,3.2%,6.4%,0.2%,
CN1C(=S)N(c2ccccc2)C(=O)/C1=C/c1ccco1,-0.6%,-5.0%,5.2%,7.0%,0.7%,
O=S(=O)(/N=C(/Nc1ccc(Cl)c(S(=O)(=O)Nc2ccccc2Cl)c1)c1ccc(F)cc1)c1ccccc1,-8.0%,32.1%,11.6%,0.6%&2.7%,5.8%&2.5%,
COc1ccc(-n2c(SCC(=O)N3CCN(c4ccccc4)CC3)nc3c(c2=O)SCC3)cc1,-0.1%,52.6%,1.5%,1.6%,9.4%,
CC(NC(=O)c1ccc(C(C)(C)C)cc1)C(c1cccs1)N1CCOCC1 (configuration not stated),-1.2%,14.3%,-4.1%,-3.1%,3.4%,
CN(C(=O)COC(=O)c1cc(-c2ccc(Cl)s2)nc2ccccc12)C1CCS(=O)(=O)C1 (configuration not stated),1.9%,26.4%,9.1%,-6.0%,i,
CCCc1cc(=O)[nH]c(SCC(=O)NCCC2=CCCCC2)n1,9.0%,6.2%,-0.3%,-5.6%,2.1%,
COc1ccc(C(=O)/C=C/NCc2ccc(F)cc2)cc1OC,6.3%,5.7%,-5.7%,13.5%,0.4%,
Fc1ccc(Cn2cccc2C2=NC(c3ccccc3)CO2)cc1 (configuration not stated),-5.1%,73.8%,13.6%,-11.1%,1.4%,
Cc1ccccc1NC(=O)CCC(=O)N/N=C/c1ccncc1,-0.6%,19.5%,3.5%,0.2%,12.4%,
CCOC(=O)c1oc2cccc(O)c2c1C,-5.5%,46.6%,2.3%,-9.7%,i,
COCCN(C(=O)c1cc2c(s1)CCCCC2)c1c(N)n(CC(C)C)c(=O)[nH]c1=O,·,-6.0%,-9.1%,-2.4%,i,
CC(C)(C)OC(=O)C[C@H]1C/C=C\C[C@@H](CC(=O)N[C@H](CO)Cc2ccccc2)C(=O)N2CCC[C@H]2COC1=O,·,8.8%,-1.6%,-0.8%,0.5%,
COc1ccc(Br)cc1CN(C)C(=O)c1ccccc1SCC(=O)N1CCCC1,·,·,·,10.2%,?,
Cc1cc2ncn(C(=O)N3CCCC3)c2cc1C,-4.3%,-7.3%,-0.8%,1.0%,0.3%,
CC(C)(C)Cc1nnc(NS(=O)(=O)c2ccccc2)s1,8.8%,16.3%,-1.9%,8.3%,0.8%,
Cc1cccc(NC2=NCCCS2)c1,5.6%,-1.5%,1.2%,·,i,
CCOc1ccccc1NC(=O)c1c(Br)cnn1C,-9.3%,-5.3%,10.4%,21.9%,0.2%,
Cc1ccc2c(C(=O)CN3CCCCC3)c(C)[nH]c2c1,-5.4%,-4.2%,-1.2%,-8.8%,i,
O=C(O)CC1c2ccccc2S(=O)(=O)N1Cc1ccccc1 (configuration not stated),1.8%,-5.7%,-3.5%,10.0%,0.1%,
Cc1cccc(CC2S/C(=N/N=C/c3ccco3)N(c3ccccc3)C2=O)c1 (configuration not stated),-6.5%,12.5%,1.2%,-5.2%,0.5%,
CCCCCCC(=O)N(O)C1CC(=O)N(c2ccccc2)C1=O (configuration not stated),10.9%,?,28.7%,·,·,
O=C(CCS(=O)(=O)c1cccc2nonc12)NCCc1ccccc1Cl,-7.5%,52.4%,57.7%,-4.2%,0.1%,
CCCn1c(C)cc(C(=O)COC(=O)CN=C2NS(=O)(=O)c3ccccc32)c1C,-3.0%,-1.8%,-10.8%,0.2%,2.0%,
Cc1cc(=O)oc2cc(OCC(=O)Nc3ccc(S(=O)(=O)N(C)C)cc3)ccc12,3.3%,-12.9%,-11.0%,-6.2%,0.3%,
CC(=O)Nc1ccc(/C=C/c2nc3ccccc3o2)cc1,1.6%,3.9%,3.6%,-20.5%,1.6%,
Cc1ccc(NC(=O)NNc2cccc(Cl)n2)cc1,3.6%,-14.3%,-0.5%,-0.6%,4.8%,
Cc1onc(-c2ccccc2)c1C(=O)NC(=S)NNC(=O)c1cc(-c2ccc(F)cc2)n[nH]1,-4.9%,32.5%,-0.4%,7.7%,10.8%,
COc1nccnc1NS(=O)(=O)c1ccc(N/C=C2\CCCCC2=O)cc1,-1.1%,65.7%,62.1%,-1.7%,2.0%,
CNC(=S)N1CCC(NC(=O)C23CC4CC(CC(C4)C2)C3)CC1,1.8%,-5.9%,-2.7%,·,2.7%,
Cc1ccc(/C=N/NC(=O)c2ccc(Br)o2)s1,-6.9%,?,-9.4%,11.6%,0.4%,
CN(C)CCCN1C(=O)c2oc3ccc(Cl)cc3c(=O)c2C1c1cccnc1 (configuration not stated),11.0%,5.6%,-3.7%,0.2%,1.3%,
CCOc1ccc(S(=O)(=O)N2CCN=C2c2ccccc2)cc1,-2.6%,-1.9%,-19.6%,2.4%,5.0%,
C=CC[C@@H](CC(=O)OC(C)(C)C)C(=O)OC[C@@H]1CCCN1C(=O)[C@H](CC=C)CC(=O)NCCO,·,2.8%,3.9%,-20.8%,0.3%,
O=C(Nn1c(-c2ccccc2)nc2ccccc2c1=O)c1cccs1,4.3%,3.0%,10.2%,-1.3%,0.6%,
O=C(N/C=C/n1cnc2cc(C(F)(F)F)ccc21)c1ccccc1F,1.0%,11.7%,9.9%,-12.4%,0.5%,
O=C(CNCc1ccccn1)Nc1ccc([N+](=O)[O-])cc1C(=O)Nc1ccccc1F,2.0%,10.1%,5.1%,5.49µM*,?,

# 2 records drawn at random from those above, as already listed:
SMILES,PhoP GFP inhibition,tuberculosis growth,H37Rv inhibition,influenza NS1A,inhibitors of VEEV,others
O=C(N/C=C/n1cnc2cc(C(F)(F)F)ccc21)c1ccccc1F,1.0%,11.7%,9.9%,-12.4%,0.5%,
Cc1ccc(/C=N/NC(=O)c2ccc(Br)o2)s1,-6.9%,?,-9.4%,11.6%,0.4%,

# New compounds follow
SMILES,PhoP GFP inhibition,tuberculosis growth,H37Rv inhibition,influenza NS1A,inhibitors of VEEV,others
CN(CC(=O)Nc1ccc(OC(F)(F)F)cc1)C1CCCCC1,5.1%,23.5%,2.2%,9.3%,6.4%,
COc1ccc(C2=NN(CC(=O)NCC(OC)OC)C(=O)CC2)cc1,-1.2%,-3.1%,-6.5%,2.8%,i,
CCOC(=O)c1cc2c(c(CSc3nc4ccccc4c(=O)n3Cc3ccco3)c1)OCOC2,-11.0%,-1.2%,-2.2%,1.6%,4.6%,
CC(C)CNC(=O)C(=O)NCC1OCCN1S(=O)(=O)c1cccs1 (configuration not stated),-6.4%,-5.3%,-11.5%,-8.7%,0.4%,
CCc1ccc(S(=O)(=O)NCCc2csc(-c3ccccc3)n2)s1,6.1%,2.9%,14.9%,6.6%,1.3%,
Cc1ccc(C(=O)CCC(=O)Nc2cccc(C(F)(F)F)c2)cc1,4.4%,-9.1%,4.2%,-8.3%,3.8%,
CNc1ccc(S(=O)(=O)NCC(=O)OC(C)C(=O)N(C)Cc2ccccc2)cc1[N+](=O)[O-] (configuration not stated),·,4.3%,-3.0%,-6.2%,7.3%,
COc1ccc(CC(=O)N2CCC(n3nccc3NC(=O)C3CCOC3)CC2)cc1 (configuration not stated),-2.9%,-4.9%,-0.3%,0.2%,1.4%,
O=C(NC(=S)Nc1ccc(F)cc1)c1ccc2c(c1)OCCO2,-5.8%,?,22.5%,0.1%,1.6%,
N#CCCN(C(=O)COC(=O)c1cc(=O)c2ccccc2o1)c1ccccc1,·,-15.8%,-4.9%,-14.4%,1.8%,
CC(=O)Nc1ccccc1NC(=O)C/C(C)=N/NC(=O)c1cccnc1,-11.5%,-8.2%,2.5%,3.7%,2.2%,
C=CCn1c(=NC(=O)c2sc3ccccc3c2Cl)sc2cc(S(N)(=O)=O)ccc21,-4.3%,-4.4%,1.0%,-6.0%,i,
CCN1C/C(=C/c2cccc([N+](=O)[O-])c2)C(=O)/C(=C/c2cccc([N+](=O)[O-])c2)C1,-5.5%,?,?,-0.5%,i,inhibitors of VEEV 10K pilot screen=0.5
CC(C)NC(=O)NC1C2CC3CC(C2)CC1C3 (configuration not stated),0.5%,-4.7%,-3.2%,-3.3%,0.4%,
O=C(O)c1ccccc1C(=O)Nc1ccc(S(=O)(=O)N2CCCC2)cc1,-14.2%,-4.6%,-5.6%,-18.0%,1.5%,
CCCCn1c(O)c(/C=N/N2CCOCC2)c(=O)[nH]c1=S,20.1%,24.6%,8.7%,0.6%,1.1%,
CCOC(=O)CCCNC(=O)CN1CCC(c2nc3ccccc3s2)CC1,5.0%,7.7%,-7.5%,5.7%,0.6%,
